OX1R antag-1 – antagonists of human orexin 1 receptor (OX1R). O43613. OX1R-expressing cells, FRET antagonist read-out. inhibition, % at 6.6 µM. 1.8% of 330,000 active. AID 485270; in the data active = inhibition mostly above about 38%, no sharp cut-off; inactive = mostly below about 40%;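 also: 0% = agonist challenge alone and 100% = reference antagonist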
Target sequence (O43613 whole entry, looked up): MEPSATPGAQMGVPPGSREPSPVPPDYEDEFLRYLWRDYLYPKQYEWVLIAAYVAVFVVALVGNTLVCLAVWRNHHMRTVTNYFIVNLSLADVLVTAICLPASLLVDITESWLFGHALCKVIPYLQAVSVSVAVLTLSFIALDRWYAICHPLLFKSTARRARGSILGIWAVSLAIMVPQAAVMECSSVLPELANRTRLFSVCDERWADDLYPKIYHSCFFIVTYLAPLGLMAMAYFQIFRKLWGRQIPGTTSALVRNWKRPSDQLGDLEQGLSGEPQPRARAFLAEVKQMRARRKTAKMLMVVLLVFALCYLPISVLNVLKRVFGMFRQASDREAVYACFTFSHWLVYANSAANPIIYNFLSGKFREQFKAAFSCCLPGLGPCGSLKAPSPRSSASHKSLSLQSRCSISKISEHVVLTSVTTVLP
OX1R antag-2 – blocks the human orexin 1 receptor | CHO/OX1R cells, Fluo-8 calcium fluorescence, orexin A | inhibition, % at 5 µM | 0.43% of 330,000 active | AID 434989;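 active = inhibition above its plate's threshold, mean inhibition of all tested compounds on the plate plus 3 SD, cut at about 37% in these data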;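 also: 0% = orexin A challenge wells and 100% = SB-334867-A antagonist wells; not every result past the cut was called active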
Active calls of the source: *. Not a hit list, and some 2% of all compounds hit somewhere here.

> COCCCN1C(=O)c2ccc(C(=O)OCC(=O)NCc3cccc(OC)c3)cc2C1=O
  OX1R antag-1: 21; OX1R antag-2: -23
> CCOCCCn1c(SCC(=O)N2CCOCC2)nc2ccccc2c1=O
  OX1R antag-1: 18; OX1R antag-2: -8
> CC(SCc1ccccc1)C(=O)Nc1ccccc1F (centres undefined)
  OX1R antag-1: -4; OX1R antag-2: -18
> CCOc1ccc(CN(C)CC(=O)Nc2ccc(N3CCOCC3)cc2)cc1OC
  OX1R antag-1: 12; OX1R antag-2: 2
> O=C(NCc1ccccn1)c1ccc(Cl)c(S(=O)(=O)NCc2ccccc2)c1
  OX1R antag-1: 10; OX1R antag-2: -11
> Cc1nn(Cc2ccccc2)c(Cl)c1/C=C/C(=O)OC(C(=O)NC(N)=O)C(C)C (centres undefined)
  OX1R antag-1: 5; OX1R antag-2: -18
> COCCOC(=O)C1=C(C)OC(N)=C(C#N)C1c1ccc2c(c1)OCO2 (centres undefined)
  OX1R antag-1: 24; OX1R antag-2: 1
> CC(=O)C1=C(O)C(=O)N(c2ccc(Br)cc2)C1c1cccc(F)c1 (centres undefined)
  OX1R antag-1: -3; OX1R antag-2: -16
> CCN(CC(=O)Nc1ccc(OC)cc1)C(=O)c1cc(S(=O)(=O)N(C)C)ccc1N1CCCC1
  OX1R antag-1: 10; OX1R antag-2: -13
> CCC(=O)NCC(=O)OCC(=O)c1ccccc1
  OX1R antag-1: 7; OX1R antag-2: -6

> CN(C)CCNC(=O)/C=N/O
  OX1R antag-1: 12; OX1R antag-2: 2
> O=C(CNCc1ccc(F)cc1)Nc1ccc(C(=O)N2CCCCC2)cc1
  OX1R antag-1: 11; OX1R antag-2: -27
> CCc1ccc(N/C(SCc2ccccc2C)=C(/C#N)C(=O)NCc2ccco2)cc1
  OX1R antag-1: 29; OX1R antag-2: -4
> Cn1nc(C(F)(F)F)c(-c2cccc(C(F)(F)F)c2)c1NC(=O)c1nccnc1C(=O)O
  OX1R antag-1: 3; OX1R antag-2: -3
> COc1ccc(CC(=O)NCC(=O)N/N=C/c2cc(Br)ccc2OC)cc1
  OX1R antag-1: 8; OX1R antag-2: -19
> Cc1ccc2c(Cl)cc(Cl)c(OCC(=O)NCCc3ccccn3)c2n1
  OX1R antag-1: 16; OX1R antag-2: -29
> CC(=O)Nc1ccc(NC(=O)C(C)OC(=O)c2cccc(S(=O)(=O)N3CCCCC3)c2)cc1 (centres undefined)
  OX1R antag-1: 16; OX1R antag-2: -13
> Cc1nn(-c2ccccc2)c2c1C(c1ccc(Cl)cc1)N(c1ccccc1)C(=O)N2 (centres undefined)
  OX1R antag-1: 7; OX1R antag-2: -32
> COCCNC(=O)CN1CCC(NC(=O)Nc2ccc(C(F)(F)F)cc2)CC1
  OX1R antag-1: 14; OX1R antag-2: -4
> Nc1cc(=O)[nH]c(SCC(=O)Nc2cc(Cl)ccc2Cl)n1
  OX1R antag-1: 14; OX1R antag-2: -15

> O=C(Cn1nc(C(F)F)cc1C(F)F)N/N=C/c1ccc2c(c1)OCO2
  OX1R antag-1: 13; OX1R antag-2: -1
> COc1ccccc1-n1c(CNC(=O)c2ccco2)nnc1SCC(=O)Nc1ccc(F)cc1
  OX1R antag-1: 25; OX1R antag-2: -19
> Cc1c(NP(=O)(c2ccc(Br)cc2)c2ccc(Br)cc2)c(=O)n(-c2ccccc2)n1C
  OX1R antag-1: 20; OX1R antag-2: -32
> O=[N+]([O-])c1cccc(N2Cc3ccccc3C2)c1
  OX1R antag-1: 16; OX1R antag-2: -12
> O=C(Nc1cccnc1)c1cc(-c2cccc(Br)c2)nc2ccccc12
  OX1R antag-1: 35; OX1R antag-2: -26
> O=S(=O)(c1ccccc1Cl)N1CCCC1c1nc(-c2ccccc2Cl)no1 (centres undefined)
  OX1R antag-1: 44; OX1R antag-2: 16
> CCCCN(C)S(=O)(=O)c1c(C)[nH]c(=O)[nH]c1=O
  OX1R antag-1: 27; OX1R antag-2: -7
> CCOC(=O)c1ccc(N(C(=O)c2ccco2)C(C(=O)NC2CCCCC2)c2ccncc2)cc1 (centres undefined)
  OX1R antag-1: 11; OX1R antag-2: -4
> Cc1ccccc1C(=O)N1c2ccccc2OCC1C(C)(C)C (centres undefined)
  OX1R antag-1: 14; OX1R antag-2: -22
> CC(C)CC(=O)Nc1nc2c(c(=O)[nH]1)CCCC2
  OX1R antag-1: 18; OX1R antag-2: -2

> CC(=O)Nc1ccc2nc(NC(=O)c3cccnc3)sc2c1
  OX1R antag-1: 11; OX1R antag-2: -1
> Cc1ccc(NNC(=O)C(O)(c2cccc(C(F)(F)F)c2)c2cccc(C(F)(F)F)c2)cc1
  OX1R antag-1: 10; OX1R antag-2: -12
> COc1ccc(OC)c2c1CCC2=O
  OX1R antag-1: -5; OX1R antag-2: 3
> CC(=O)Nc1ccc(S(=O)(=O)N(C)CC(=O)OCC(=O)N2CCN(C(=O)c3ccco3)CC2)cc1
  OX1R antag-1: 11; OX1R antag-2: -1
> CCOc1cc(/C=N/Nc2nc(Nc3ccccc3)nc(N3CCCCC3)n2)ccc1OCC(=O)O
  OX1R antag-1: 7; OX1R antag-2: -16
> COc1ccccc1CNC(=O)CCC(=O)N1CCOc2ccc(Cl)cc21
  OX1R antag-1: 17; OX1R antag-2: -14
> CC(NS(=O)(=O)c1cn(C)c(=O)n(C)c1=O)c1ccccc1 (centres undefined)
  OX1R antag-1: 5; OX1R antag-2: -13
> COc1cccc(Oc2cc(Cl)nc(N)n2)c1
  OX1R antag-1: 16; OX1R antag-2: -14
> Cc1ccc(S(=O)(=O)N2CCN(C(=O)CCCN3C(=O)NC4(CCCC4)C3=O)CC2)cc1C
  OX1R antag-1: -3; OX1R antag-2: -9
> CCOC(=O)c1cnc(SC)nc1NCCOC
  OX1R antag-1: 6; OX1R antag-2: -17

By substructure: the compounds so far containing sulfur
> CCOCCCn1c(SCC(=O)N2CCOCC2)nc2ccccc2c1=O
  OX1R antag-1: 18; OX1R antag-2: -8
> CC(SCc1ccccc1)C(=O)Nc1ccccc1F (centres undefined)
  OX1R antag-1: -4; OX1R antag-2: -18
> O=C(NCc1ccccn1)c1ccc(Cl)c(S(=O)(=O)NCc2ccccc2)c1
  OX1R antag-1: 10; OX1R antag-2: -11
> CCN(CC(=O)Nc1ccc(OC)cc1)C(=O)c1cc(S(=O)(=O)N(C)C)ccc1N1CCCC1
  OX1R antag-1: 10; OX1R antag-2: -13
> CCc1ccc(N/C(SCc2ccccc2C)=C(/C#N)C(=O)NCc2ccco2)cc1
  OX1R antag-1: 29; OX1R antag-2: -4
> CC(=O)Nc1ccc(NC(=O)C(C)OC(=O)c2cccc(S(=O)(=O)N3CCCCC3)c2)cc1 (centres undefined)
  OX1R antag-1: 16; OX1R antag-2: -13
> Nc1cc(=O)[nH]c(SCC(=O)Nc2cc(Cl)ccc2Cl)n1
  OX1R antag-1: 14; OX1R antag-2: -15
> COc1ccccc1-n1c(CNC(=O)c2ccco2)nnc1SCC(=O)Nc1ccc(F)cc1
  OX1R antag-1: 25; OX1R antag-2: -19
> O=S(=O)(c1ccccc1Cl)N1CCCC1c1nc(-c2ccccc2Cl)no1 (centres undefined)
  OX1R antag-1: 44; OX1R antag-2: 16
> CCCCN(C)S(=O)(=O)c1c(C)[nH]c(=O)[nH]c1=O
  OX1R antag-1: 27; OX1R antag-2: -7
> CC(=O)Nc1ccc2nc(NC(=O)c3cccnc3)sc2c1
  OX1R antag-1: 11; OX1R antag-2: -1
> CC(=O)Nc1ccc(S(=O)(=O)N(C)CC(=O)OCC(=O)N2CCN(C(=O)c3ccco3)CC2)cc1
  OX1R antag-1: 11; OX1R antag-2: -1

> CC(NS(=O)(=O)c1cn(C)c(=O)n(C)c1=O)c1ccccc1 (centres undefined)
  OX1R antag-1: 5; OX1R antag-2: -13
> Cc1ccc(S(=O)(=O)N2CCN(C(=O)CCCN3C(=O)NC4(CCCC4)C3=O)CC2)cc1C
  OX1R antag-1: -3; OX1R antag-2: -9
> CCOC(=O)c1cnc(SC)nc1NCCOC
  OX1R antag-1: 6; OX1R antag-2: -17

The list continues:
> COc1ccc(C(=O)C2CCCN(Cc3cnc(N4CCOCC4)s3)C2)c(OC)c1 (centres undefined)
  OX1R antag-1: 9; OX1R antag-2: -13
> CN(Cc1nccn1C)C(=O)C1CCC(=O)N(Cc2cccc(C(F)(F)F)c2)C1 (centres undefined)
  OX1R antag-1: 17; OX1R antag-2: -1
> C=CCn1cnc2scc(-c3ccc(CC)cc3)c2c1=O
  OX1R antag-1: 25; OX1R antag-2: -30
> Cc1ccc2nc(-c3ccc(N4C(=O)CC(N5CCN(CCO)CC5)C4=O)cc3)sc2c1 (centres undefined)
  OX1R antag-1: 21; OX1R antag-2: -3
> O=C(CSc1cccc[n+]1[O-])c1cc2ccccc2o1
  OX1R antag-1: 72*; OX1R antag-2: -2
> COC(=O)CCS(=O)(=O)c1nc(-c2ccccc2)cc(C(F)(F)F)n1
  OX1R antag-1: 19; OX1R antag-2: -2
> COc1ccc(C2=NN(Cc3c(F)cccc3Cl)C(=O)CC2)cc1
  OX1R antag-1: 7; OX1R antag-2: -26
> Cc1cccn2c(=O)c(C=NCCO)c(Nc3ccc(Cl)cc3)nc12
  OX1R antag-1: 35; OX1R antag-2: -9
> Cc1cccc(C(=O)Oc2ccc3ccc(O)cc3c2)c1
  OX1R antag-1: 2; OX1R antag-2: -16
> COC(=O)[C@H](Cc1ccccc1)NC(=O)Cn1cnc2c(OCc3ccccc3)ncnc21
  OX1R antag-1: 4; OX1R antag-2: -11

Quoted at random: two compounds from above
> Cc1cccc(C(=O)Oc2ccc3ccc(O)cc3c2)c1
  OX1R antag-1: 2; OX1R antag-2: -16
> COc1ccc(C(=O)C2CCCN(Cc3cnc(N4CCOCC4)s3)C2)c(OC)c1 (centres undefined)
  OX1R antag-1: 9; OX1R antag-2: -13

(further entries)
> [O-][n+]1ccccc1/C=C/c1ccccc1
  OX1R antag-1: 5; OX1R antag-2: -3
> CCCS(=O)(=O)N1CCN(S(=O)(=O)c2ccc(F)cc2)CC1
  OX1R antag-1: 3; OX1R antag-2: -3
> C#CCOCCOCCOCCNc1nc(N2CCOCC2)nc(N2CCN(C(=O)[C@H](CCCCN)n3cc(CN)nn3)CC2)n1
  OX1R antag-1: 1; OX1R antag-2: 11
> Cc1c2c(nc3nc4ccccc4n13)CC(C)(C)CC2=O
  OX1R antag-1: 11; OX1R antag-2: -25
> CSc1nc(-c2ccccc2)nc(NC(=O)c2ccccc2)c1C(C)=O
  OX1R antag-1: 28; OX1R antag-2: -39
> CCCCC(=O)NC(=S)Nc1ccc(Cl)c(C(=O)O)c1
  OX1R antag-1: 32; OX1R antag-2: 0
> O=C(COC(=O)COc1cccc2ccccc12)NCC(F)(F)F
  OX1R antag-1: 13; OX1R antag-2: -15
> CC1CC(=O)N(CC(=O)NCc2ccc(F)cc2)c2ccccc2S1(=O)=O (centres undefined)
  OX1R antag-1: 14; OX1R antag-2: -11
> CCOC(=O)NNC(=O)c1[nH]c2ccc(Br)cc2c1-c1ccccc1
  OX1R antag-1: 22; OX1R antag-2: 17
> COc1ccc(Cl)cc1NC(=O)COC(=O)c1c(-c2ccccc2)noc1C
  OX1R antag-1: 14; OX1R antag-2: -3

> CCC(C)(C)C1CCc2[nH]nc(C(=O)NCCN3CCOCC3)c2C1 (centres undefined)
  OX1R antag-1: 22; OX1R antag-2: -10
> COc1ccc(C(=O)OCC(=O)c2c(N)n(C)c(=O)n(C)c2=O)cc1OC
  OX1R antag-1: 5; OX1R antag-2: -6
> O=C(c1ccc(Cl)c(Cl)c1)c1cc(-c2ccccn2)c(N2CCOCC2)s1
  OX1R antag-1: 26; OX1R antag-2: -19
> CCN(CC)C(=O)Cn1cc(S(=O)(=O)CC(=O)Nc2ccccc2C)c2ccccc21
  OX1R antag-1: 19; OX1R antag-2: -17
> N#Cc1ccc(-c2ccc(F)cc2)nc1Sc1ccccc1
  OX1R antag-1: 10; OX1R antag-2: -4
> CCOC(=O)c1c(O)c2ccccc2n(CC)c1=O
  OX1R antag-1: 15; OX1R antag-2: -5
> Cc1ccc(S(=O)(=O)N2CCN(C(=O)c3ccco3)CC2)cc1
  OX1R antag-1: 10; OX1R antag-2: -21
> N#Cc1ccc(C23OCCN2CCn2c3c3ccccc3[n+]2[O-])cc1 (centres undefined)
  OX1R antag-1: 9; OX1R antag-2: -13
